# Screening data from PubChem BioAssay.
# Luc counter: Counterscreen for Luciferase (Kinase-Glo TM) Inhibition. Luciferin 4-monooxygenase (Photuris pensylvanica), Q27757. Kinase-Glo luciferase, ATP luminescence, 8 min. Potency, µM (titrated, usually from 38.3 µM), inactives show at the highest dose activity change, negative = inhibition, actives largely listed as inhibitors. actives 0.28% (n = 200,000). AID 1379, 2008; also: % is scaled to controls: 0 for no effect and ±100 for the full control effect; nearly all actives have a fitted effect of over 60% in size
#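 Kinase-Glo luciferase light output from ATP and luciferin was measured with 10 uM ATP, within the enzyme's linear range. Buffer: 50 mM imidazole pH 7.2, 50 mM KCl, 7 mM MgCl2, 0.01% Tween 20, 0.05% BSA; luminescence read after 8 min at ambient temperature.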
# SMN2 splice up: qHTS Assay for Enhancers of SMN2 Splice Variant Expression; Potency, µM (titrated, usually from 46.1 µM), for inactives: at the top dose activity change, positive = activation, usual class: activators; actives 2.8% (n = 210,000); HEK293 SMN2-luciferase splicing reporter, luminescence, 30-36 h; AID 1458, 2008; also: % of control where 0% means no effect; nearly all actives have a fitted effect of over 55% in size
#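 HEK293 cells carry an SMN2 minigene-luciferase reporter in which exon 7 inclusion puts luciferase in frame. Cells were seeded at 2000 cells/well, attached for 10-12 hours, then exposed to compounds for 30-36 hours at 37C before ONE-Glo luminescence.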
# KDM4E inh: qHTS Assay for Inhibitors of Human Jumonji Domain Containing 2E (JMJD2E); Lysine-specific demethylase 4E (Homo sapiens), B2RXH2; JMJD2E catalytic domain, FDH-coupled NADH fluorescence (FDH is formaldehyde dehydrogenase); Potency, µM (top dose mostly 57.1 µM), inactives show top-dose activity change, negative = inhibition, most hits filed as inhibitors; actives 1.6% (n = 230,000); AID 2147, 2009; active = well fitted inhibition curve with a large enough effect, not every such curve was filed as active; inconclusive = small, poorly fitted or top-dose-only effect, or another doubt; inactive = no such curve, though single readings can be large or run the other way;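 also: 0% = wells with enzyme and -100% = buffer wells without enzyme; nearly all actives have a fitted effect of over 50% in size; many of its hits are not listed in these tables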
# LMNA splice mod: qHTS Assay for Modulators of Lamin A Splicing | Potency, µM (highest dose often 46.1 µM), for inactives: at the highest dose ratio change, negative = inhibition, most hits filed as inhibitors | HeLa LMNA splicing GFP/RFP minigene ratio, 48 h | actives 0.01% (n = 200,000); active = well fitted inhibition curve with a large enough effect in the signal ratio, with a control signal flat, not every such curve was filed as active; inconclusive = small, poorly fitted or top-dose-only effect, or effect the other way, or a change in a side signal; the % refers to the signal ratio; also: % is scaled to controls: 0 for no effect and ±100 for the full control effect
#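 S3 HeLa stable clones carrying a lamin A-EGFP splicing minigene plus DsRed2 were seeded at 600 cells/well in Opti-MEM with 2% FBS, pin-dosed and incubated 48 h at 37°C. Acumen cytometry (488 nm) gave the GFP/RFP total-intensity ratio.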
# L3MBTL1 block: qHTS Assay for the Inhibitors of L3MBTL1 | AlphaScreen L3MBTL1–H3K9me1 peptide binding | Potency, µM (series often up to 57.1 µM), for inactives: top-dose activity, negative = inhibition, most hits filed as inhibitors | actives 0.66% (n = 230,000) | Lethal(3)malignant brain tumor-like protein 1 (Homo sapiens), Q9Y468 | AID 485360, 2010; also: % is scaled to controls: 0 for no effect and ±100 for the full control effect; nearly all actives have a fitted effect of over 60% in size
# Target sequence (Q9Y468 whole entry, looked up): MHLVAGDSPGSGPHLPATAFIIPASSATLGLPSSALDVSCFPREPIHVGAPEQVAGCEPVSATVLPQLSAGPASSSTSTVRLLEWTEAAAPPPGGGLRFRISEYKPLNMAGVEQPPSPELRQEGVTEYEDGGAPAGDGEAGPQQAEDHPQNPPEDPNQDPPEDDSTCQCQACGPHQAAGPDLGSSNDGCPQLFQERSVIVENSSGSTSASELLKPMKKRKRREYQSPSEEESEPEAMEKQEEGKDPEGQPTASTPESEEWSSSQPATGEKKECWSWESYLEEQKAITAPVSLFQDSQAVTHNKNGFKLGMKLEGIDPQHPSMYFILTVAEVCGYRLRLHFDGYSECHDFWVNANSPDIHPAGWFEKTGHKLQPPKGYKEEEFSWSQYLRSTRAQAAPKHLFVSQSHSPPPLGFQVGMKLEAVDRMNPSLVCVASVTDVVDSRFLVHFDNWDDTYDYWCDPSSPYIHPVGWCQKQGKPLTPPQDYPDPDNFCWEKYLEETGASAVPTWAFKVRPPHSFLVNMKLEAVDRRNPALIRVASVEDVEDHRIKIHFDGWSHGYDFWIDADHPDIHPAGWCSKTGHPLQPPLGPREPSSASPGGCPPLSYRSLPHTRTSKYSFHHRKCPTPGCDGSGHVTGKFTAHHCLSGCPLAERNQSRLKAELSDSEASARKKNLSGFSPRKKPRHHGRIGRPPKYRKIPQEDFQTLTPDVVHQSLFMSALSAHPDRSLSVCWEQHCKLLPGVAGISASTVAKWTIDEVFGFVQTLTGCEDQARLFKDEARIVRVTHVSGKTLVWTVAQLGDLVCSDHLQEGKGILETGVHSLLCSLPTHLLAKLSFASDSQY
#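 L3MBTL1 50 nM + b-AHA-H3(1-15)K9me1 75 nM, 30 min RT; compound added, 30 min RT; streptavidin donor/Ni-chelate acceptor beads 10 ug/mL each final, 30 min RT dark; AlphaScreen read.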
# ALDH1A1 inh: qHTS Assay for Inhibitors of Aldehyde Dehydrogenase 1 (ALDH1A1) | Aldehyde dehydrogenase 1A1 (Homo sapiens), P00352 | Purified ALDH1A1, NADH fluorescence, propionaldehyde substrate | Potency, µM (series often up to 75.3 µM), without a hit: at the top dose activity, negative = inhibition, usual class: inhibitors | actives 7.3% (n = 220,000) | AID 1030, 2008; active = well fitted inhibition curve with a large enough effect, not every such curve was filed as active; inconclusive = small, poorly fitted or top-dose-only effect, or another doubt; inactive = no such curve, though single readings can be large or run the other way;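 also: plate controls were no enzyme wells and a reference inhibitor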
# RECQ1 inh: qHTS Assay for Inhibitors of RecQ-Like Dna Helicase 1 (RECQ1); Potency, µM (titrated, usually from 57.3 µM), for inactives: top-dose activity, negative = inhibition, most hits filed as inhibitors; actives 0.54% (n = 240,000); RECQ1 DNA unwinding, red fluorescence kinetic read;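 also: plate controls were vehicle for no effect and no enzyme for full effect; nearly all actives have a fitted effect of over 30% in size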
#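 RECQ1T1 50 nM; forked duplex (20 bp + 30-nt ss tails) 200 nM, ATP 2 mM final; pH 8.0, 2 mM MgCl2, 2.5 ug/ml poly(dI-dC); 15 min compound preincubation; discontinuous kinetic read over 2 h at RT.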
# Tau ThT inhib: qHTS for Inhibitors of Tau Fibril Formation, Thioflavin T Binding | actives 2.1% (n = 270,000) | Potency, µM (series often up to 57.4 µM), inactives show top-dose activity, negative = inhibition, actives largely listed as inhibitors | Microtubule-associated protein tau (Homo sapiens), P10636 | recombinant tau K18 P301L (four-repeat tau fragment), heparin-induced fibrillization, ThT fluorescence; also: % is scaled to controls: 0 for no effect and ±100 for the full control effect; nearly all actives have a fitted effect of over 55% in size
# Target sequence (P10636 561-689 P618L limits assumed): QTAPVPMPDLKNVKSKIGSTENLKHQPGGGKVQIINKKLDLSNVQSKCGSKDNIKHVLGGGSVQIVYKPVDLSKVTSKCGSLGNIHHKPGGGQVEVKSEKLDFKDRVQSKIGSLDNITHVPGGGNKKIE
#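 In this qHTS, human K18 P301L tau is incubated with compound and heparin for 6 hr at 37 C, and Thioflavin T fluorescence then reports fibril load.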
# Starred values were filed as active, the others as inactive; i = inactive; ? = inconclusive; · = not tested or not shown; [ ] = remark or other dose. Unless noted, calls follow the shape of the dose curve; as a rule, active = well fitted curve in the direction sought with a large enough effect; inconclusive = small, poorly fitted or top-dose-only effect, or another doubt; inactive = no such curve, though single readings can be large; an effect the other way counts as inactive or inconclusive. Potency is read from the fitted curve at half-maximal effect. Only part of the results is shown; rates above refer to the full screens.
SMILES,Luc counter,SMN2 splice up,KDM4E inh,LMNA splice mod,L3MBTL1 block,ALDH1A1 inh,RECQ1 inh,Tau ThT inhib
CC1CCN(Cc2nnnn2-c2ccc(Cl)cc2)CC1,2%,4%,2%,-4%,9%,?,-17%,5%
O=C(c1ccc(Br)o1)N1CCN(c2ccc(F)cc2)CC1,0%,-10%,-4%,-8%,-7%,8%,-14%,-5%
COc1ccc(NC(=O)Nc2ccccc2F)c([N+](=O)[O-])c1,-1%,1%,2%,·,-8%,-13%,18%,0%
CC(C)N(C(=O)Cn1cc(SCC(=O)NCc2ccco2)c2ccccc21)C(C)C,2%,-4%,3%,·,·,9%,i,-14%
CC(OC(=O)c1ccccc1NS(=O)(=O)c1cccc(N)c1)C(=O)N(C)Cc1ccccc1 (stereo unspecified),-1%,-10%[1.84 µM],0%,?,-2%,-4%,-6%,-6%
O=S1(=O)C[C@@H](O)[C@@H](Nc2ccccc2)C1,·,·,8%,·,2%,·,i,1%
Cc1oc(C(C)(C)C)cc1C(=O)N1CCCC1C(=O)O (stereo unspecified),2%,·,-7%,-7%,24%,-3%,4%,-9%
CNC(=O)CSc1nnc(-c2cccc(S(=O)(=O)N3CCOCC3)c2)n1-c1ccc(F)cc1,-1%,3%,-3%,-1%,-1%,-1%,-4%,-8%
O=C(O)C1CCCCC1C(=O)NCCc1ccc(F)cc1 (stereo unspecified),0%,·,1%,2%[46 µM],14%,-7%,-10%,-8%
COc1ccccc1N(CC(=O)NC(C)(C)C)C(=O)c1ccc(Cl)nc1,0%,·,0%,1%[46 µM],4%,-1%,-12%,-7%

# Already shown: 2 of the compounds above.
SMILES,Luc counter,SMN2 splice up,KDM4E inh,LMNA splice mod,L3MBTL1 block,ALDH1A1 inh,RECQ1 inh,Tau ThT inhib
CC(C)N(C(=O)Cn1cc(SCC(=O)NCc2ccco2)c2ccccc21)C(C)C,2%,-4%,3%,·,·,9%,i,-14%
CC(OC(=O)c1ccccc1NS(=O)(=O)c1cccc(N)c1)C(=O)N(C)Cc1ccccc1 (stereo unspecified),-1%,-10%[1.84 µM],0%,?,-2%,-4%,-6%,-6%

# (further entries)
SMILES,Luc counter,SMN2 splice up,KDM4E inh,LMNA splice mod,L3MBTL1 block,ALDH1A1 inh,RECQ1 inh,Tau ThT inhib
Cc1cc(NC(=O)c2cnn3c(C(F)(F)F)cc(-c4ccccc4)nc23)no1,2%,-21%,-12%,11%,-5%,-11%,-4%,-15%
COc1cccc(NC(=O)COc2ccc3c(c2)CCC3)c1,1%,-1%,-1%,-9%[46 µM],21%,-10%,-4%,?
O=C(c1ccc2nccnc2c1)N1CCN(Cc2ccc3c(c2)OCO3)CC1,0%,-11%,-10%,-5%,·,-4%,i,-7%
O=[N+]([O-])c1nn(-c2ccccc2)n(O)c1=NCc1ccc2c(c1)OCO2,-1%,-8%,-2%,-1%,-1%,?,-8%,-24%
c1csc(CNc2ncnc3nc[nH]c23)c1,8%,-45%[inhibitor],1%,?,1%,-7%,1%,5%
O=C(/C=C/c1ccc2c(c1)OCO2)N1CCOCC1,-4%,·,?,12%,0%,?,6%,-18%
COC(=O)c1cc2oc3ccccc3c2n1CC(=O)Nc1ccccc1OC,6%,-4%,9%,2%,·,5%,-1%,-8%
CC(C)COP(=O)(OCC(C)C)C(O)c1ccccc1F (stereo unspecified),-3%,-10%,-22%,0%,-1%,0%,18%,-18%
CCOC(=O)C1=NN(C(C)=O)C2(CC(=O)N(c3cc(C)cc(C)c3)C2=O)C1 (stereo unspecified),0%,18%,1%,3%,-3%,7%,0%,-1%
O=C(Nc1nc(=O)c2ccccc2s1)c1ccccc1,-4%,43%,-12%,10%,9%,?,i,-14%
Cc1ccc(NS(=O)(=O)c2cc(C(=O)NCCSc3ccc(C)cc3)ccc2C)cc1,-6%,-17%,-4%,?,-4%,-6%,-11%,2%
Cc1ccc(SCC(=O)Nc2ccc(N3CCN(c4ccccc4)CC3)c(F)c2)cc1,4%,-14%,2%,17%,2%,-5%,-7%,?
CCN(CCO)c1ccc(N=Nc2cc(C)[nH]n2)cc1,·,·,-5%,·,-17%,·,-8%,10µM*
CC(=O)N1CN(C2CCS(=O)(=O)C2)Cc2c1sc1c2CCCC1 (stereo unspecified),-5%,2%,-5%,6%,-3%,-7%,i,-7%
CC(C)CC(=O)Nc1nc(=S)ss1,-1%,-22%,-12%,-6%,·,3.5µM*,i,?
O=C(O)c1cc2n(n1)C(C(F)(F)F)CC(c1ccccc1)N2 (stereo unspecified),3%,3%,0%,0%,-3%,21%,-2%,-2%
COCCn1c(-c2ccccc2)nc2ccccc21,-18%,-5%,-2%,-7%,-14%,10%,0%,-5%
O=[N+]([O-])c1ccc(-c2nnc(-c3ccccc3)c(N3CCOCC3)n2)cc1,1%,-16%,8%,-5%,1%,4%,0%,-18%
Cc1[nH][nH]c(=O)c1C(c1ccc(-c2ccc(Cl)c(Cl)c2)o1)c1c(C)[nH][nH]c1=O,-3%,-13%,15%,-10%,·,10µM*,?,8.9µM*
COc1c(OC(C)=O)ccc(/C=C/c2ccc3cccc(OCc4ccccc4)c3n2)c1[N+](=O)[O-],-1%,-95%[inhibitor][1.84 µM],5%,?,-1%,-3%,-12%,?
O=C(C[n+]1cc(-c2ccc(Cl)c(Cl)c2)n2c1CCC2)c1cccs1,·,·,0%,·,0%,·,-14%,-4%
CCn1c2ccccc2c2cc(NC(=O)Cc3ccc(S(=O)(=O)N4CCOCC4)s3)ccc21,3%,24%,0%,?,·,-9%,-8%,?
CC1CCCCC1NC(=O)c1nnc(Cc2ccc(Cl)cc2)o1 (stereo unspecified),12%,-11%,-7%,-2%,4%,3%,-5%,-7%
O=C(CSc1nnc(-c2csc3c2CCCC3)o1)Nc1ccccc1,1%,1.8µM*,-10%,8%,·,2%,5%,-18%
CCOC(=O)CSc1ccc(S(=O)(=O)N2CCC(C)CC2)cc1[N+](=O)[O-],4%,-14%,-13%,-2%,5%,13%,-5%,5%
CCOC(=O)/C(C#N)=C/c1ccc(-c2ccsc2C(=O)OC)o1,-9%,6%,-1%,-4%,4%,18%,-2%,-15%
CN(Cc1nc(Cc2cccc(F)c2)no1)CC1CCOCC1,-2%,0%,-16%,22%[46 µM],-6%,10%,i,7%
Cc1oc2c(CN3CCCC3)c(O)ccc2c(=O)c1-c1ccc(Br)cc1,0%,-7%,?,9%,3%,?,-1%,-9%
C=CCC1(CC=C)CCCN1Cc1nc(COc2ccccc2)no1,·,·,-3%,·,16%,·,40µM*,?
Cn1c(CO)cnc1SCC(=O)c1ccc(Br)cc1,-1%,-12%,-4%,-6%[46 µM],-14%,?,3%,3%
CCOC(=O)C1CCN(c2c(NCCC(C)C)c(=O)c2=O)CC1,·,·,4%,·,9%,·,20%,14%
CN(Cc1ccon1)Cc1cn[nH]c1-c1ccc(-c2ccccc2)cc1,2%,-24%,-12%,·,-21%,-7%,15%,-6%
CCOC(=O)c1cc2c(=O)n3ccccc3nc2n(Cc2ccccc2)c1=N,-1%,4%,?,5%,0%[11.4 µM],?,-1%,-7%
Cn1c(=O)cc(SCC(=O)NCC2CCCO2)c2ccccc21 (stereo unspecified),·,·,?,5%,6%,13µM*,i,-22%
CCCC(=O)OCC(=O)Nc1ccc(N=Nc2ccccc2)cc1,-1%,16µM*,-11%,0%,-21%,?,0%,10µM*
O=C(CO/N=C/c1ccccc1)N1c2ccccc2Oc2ccccc21,4%,-21%,-1%,-13%,4%,-1%,-13%,-7%
COc1ccc(CCNC(=O)Cn2c(=O)n(-c3ccc(F)cc3)c(=O)c3sccc32)cc1OC,1%,-13%,1%,·,·,-10%,-1%,-12%
CC(=O)c1c(C)[nH]c(C(=O)Nc2ccc(Cl)c(S(=O)(=O)N3CCOCC3)c2)c1C,·,·,3%,?,-5%,-2%,-4%,-4%
CSc1cc(-c2ccccc2)n(Cc2ccc(Cl)cc2Cl)c(=O)c1C#N,-1%,-11%,?,0%,·,?,0%,-7%
CC1CCCC(C)N1C(=O)CSc1nnc(NC(=O)Cc2cccs2)s1 (stereo unspecified),·,·,7%,1%,-12%,?,-6%,-2%
O=C(CCN1C(=O)c2ccccc2C1=O)Nn1cnnc1,14%,5%,1%,-5%,3%,-2%,i,-13%
CN(C)S(=O)(=O)c1ccc(Cl)c(NC(=O)CSc2nnnn2-c2ccc(O)cc2)c1,0%,-5%,11%,·,-1%,-4%,-8%,-2%
CCCNS(=O)(=O)c1ccc(CCC(=O)Nc2ccc3c(c2)OCCO3)cc1,-2%,-20%,-2%,?,2%,10µM*,-18%,?
COc1cc(OC)c(C(=O)NC2CC(C)(C)NC(C)(C)C2)cc1OC,-4%,8%,-28%,-9%,-1%,15%,i,-9%
CCOC(=O)NNc1cc(C(F)(F)F)ccn1,·,·,7%,·,?,?,i,-1%
COc1cc(/C=N/n2c(-c3cc(C)[nH]n3)n[nH]c2=S)cc(OC)c1O,·,·,-30%,·,-4%,-10%,-4%,?
Cc1cc(C)n2nc(SCc3nc4ccccc4[nH]3)nc2n1,-5%,-20%,-2%,-18%,-8%,0%,4%,3%
N#C/C(=C(/O)c1ccc([N+](=O)[O-])s1)c1nc2ccccc2[nH]1,·,·,9%,·,-3%,2%,-6%,?
COCc1cc(C(C)=O)ccc1OC,-3%,46%,4%,8%,·,3%,i,5%
